# Screens deposited in PubChem BioAssay by The Scripps Research Institute Molecular Screening Center.
# CHO-K1 Ca PAM – nonselective activator or artifact in parental CHO-K1 calcium assay. AID 602247. ATP EC20, Fluo-8 calcium fluorescence; 0% at ATP EC20, 100% at ATP max. activation, % at 3 µM. 360,000 tested, 0.02% active;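 active = activation above the run cutoff, the mean activation of all test compounds plus 3 SD, cut at about 40% in these data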;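 note: peak over basal fluorescence ratio in a 140 s read after ATP addition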
# OXTR potentiator – human OXTR potentiation. 320,000 tested, 0.061% active. activation, % at 3 µM. CHO-OTR cells, Fluo-8 calcium fluorescence, potentiator mode; 0% = oxytocin EC15, 100% = EC100;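 active = activation above that plate's cutoff, the mean activation of tested compounds plus 3 SD, cut at about 6.6% in these data, passing the limit was not always enough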;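 note: 100% uses oxytocin at 75 nM as the full agonist control; some results filed as inactive read as strong as hits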
# Target sequence (P30559 whole entry, looked up): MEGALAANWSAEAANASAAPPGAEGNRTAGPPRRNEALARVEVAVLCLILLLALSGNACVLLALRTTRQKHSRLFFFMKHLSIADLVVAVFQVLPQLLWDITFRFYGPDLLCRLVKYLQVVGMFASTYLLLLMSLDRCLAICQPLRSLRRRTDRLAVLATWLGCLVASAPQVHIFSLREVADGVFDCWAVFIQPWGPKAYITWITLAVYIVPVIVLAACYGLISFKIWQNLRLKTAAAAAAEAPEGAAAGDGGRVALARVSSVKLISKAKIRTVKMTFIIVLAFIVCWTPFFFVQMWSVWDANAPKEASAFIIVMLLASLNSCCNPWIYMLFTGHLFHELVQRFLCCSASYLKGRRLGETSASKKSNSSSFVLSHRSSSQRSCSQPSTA
#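 Material: human OTR in CHO cells. Compound: 3.0 µM, one dose. Timing: compound 6 min at room temperature before oxytocin, 100 s read. Evaluation: % activation of max/min ratio relative to oxytocin controls. Replication: single well per compound, singlicate. Signal: Fluo-8 calcium dye fluorescence.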
# OXTR ag – agonists of human oxytocin receptor | P30559 | CHO-OTR cells, Fluo-8 calcium fluorescence; normalized: DMSO 0%, oxytocin 100% | activation, % at 3 µM | 320,000 tested, 0.32% active;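 active = activation above the mean of all tested compounds plus 3 SD, cutoff set per screening run, cut at about 20% in these data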;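 note: peak over basal fluorescence ratio from a 100 s FLIPR kinetic read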
# CHO-K1 Ca ag – counter-screen for M1 agonists: effect in parental CHO-K1 cells | Fluo-8 calcium fluorescence; scaled to maximal ATP response, vehicle zero | activation, % at 3 µM | 360,000 tested, 0.48% active; in the data active = activation above about 15%;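 note: untransfected CHO-K1 host cells lacking M1 receptor as counterscreen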
# CHO parental Ca – signal in parental CHO cells, OX1R antagonist counter-screen. parental CHO-K1, ATP-induced calcium, Fluo-8 fluorescence. inhibition, % at 5.6 µM. 330,000 tested, 0.63% active;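 active = inhibition above that plate's mean sample inhibition plus 3 SD, cut at about 26% in these data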;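 note: 0% = ATP-challenged DMSO wells and 100% = DMSO wells without ATP; some compounds past the cut are filed as inactive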
#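 Test system: untransfected parental CHO cell line; also added: ATP stimulus; dosing: 5.6 µM, single dose; signal: calcium-sensitive Fluo-8 fluorescence; measure: percent inhibition of ATP-evoked calcium rise, normalized to controls; benchmarks: low control ATP plus DMSO, high control DMSO only; replication: one well per compound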
# TAAR1 antagonist – antagonists of human TAAR1. CHO RD-HGA16 TAAR1, Fluo-8 calcium fluorescence, antagonist. inhibition, % at 3 µM. 360,000 tested, 1.5% active. AID 624466;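 active = inhibition above a per-plate cutoff, the mean inhibition of test compounds on that plate plus 3 SD, cut at about 49% in these data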;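 note: 0% = DMSO plus EC80 beta-PEA response and 100% = DMSO alone without agonist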
# Target sequence (Q96RJ0 whole entry, looked up): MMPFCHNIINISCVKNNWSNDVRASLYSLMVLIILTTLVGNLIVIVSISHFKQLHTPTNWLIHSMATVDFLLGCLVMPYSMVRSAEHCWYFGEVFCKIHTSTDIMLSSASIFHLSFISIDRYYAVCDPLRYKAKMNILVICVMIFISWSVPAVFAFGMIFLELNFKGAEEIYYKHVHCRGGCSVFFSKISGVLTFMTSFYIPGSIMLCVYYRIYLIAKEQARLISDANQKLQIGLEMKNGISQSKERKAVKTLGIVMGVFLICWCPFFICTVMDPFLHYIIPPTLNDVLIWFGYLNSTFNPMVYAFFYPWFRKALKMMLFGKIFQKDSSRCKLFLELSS
#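 Test system – hTAAR1-expressing CHO RD-HGA16 cells, Gα16-coupled · Reagent – β-PEA at EC80 concentration, post-compound challenge · Compound dosing – 3 µM, single point · Timing – 140 s kinetic read after compound, 140 s after agonist · Detection – Fluo-8 intracellular calcium dye fluorescence, real-time kinetic reads · Control set – DMSO and EC80 PEA controls · Repeats – n of 1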
# V1aR counter – V1a receptor agonism, counter-screen for OXTR agonists; P37288; CHO-V1R cells, Fluo-8 calcium fluorescence, agonist mode; 0% DMSO, 100% 3 nM vasopressin; activation, % at 3 µM; 320,000 tested, 0.25% active;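 active = activation above the mean activation of all tested compounds plus 3 SD, per screening run, cut at about 20% in these data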;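 note: signal is peak over basal fluorescence ratio across a 100 second FLIPR read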
# GPR7 antag – blocks human GPR7 receptor signaling; inhibition, % at 4.4 µM; GPR7-expressing cells, fluorescence antagonist assay; P48145; 290,000 tested, 1.1% active; in the data active = inhibition above about 16%, passing the limit was not always enough;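 note: cells stimulated with the agonist NPW; 0% = agonist with vehicle and 100% = vehicle without agonist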
# Target sequence (P48145 whole entry, looked up): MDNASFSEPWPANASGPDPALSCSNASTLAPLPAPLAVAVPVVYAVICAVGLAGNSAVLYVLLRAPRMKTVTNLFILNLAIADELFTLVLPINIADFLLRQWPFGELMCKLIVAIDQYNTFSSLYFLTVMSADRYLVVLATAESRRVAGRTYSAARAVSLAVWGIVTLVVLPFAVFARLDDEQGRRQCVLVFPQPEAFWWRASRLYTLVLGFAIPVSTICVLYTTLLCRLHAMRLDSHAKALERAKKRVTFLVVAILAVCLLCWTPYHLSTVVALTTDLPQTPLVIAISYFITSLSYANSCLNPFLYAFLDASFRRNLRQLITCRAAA
# CHO-K1 Ca antag – M1 antagonist counterscreen hit in parental CHO-K1 cells; inhibition, % at 3 µM; ATP-induced calcium, Fluo-8 fluorescence; 360,000 tested, 0.6% active;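 active = inhibition above a per-plate cutoff, the plate's mean sample inhibition plus 3 SD, cut at about 24% in these data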;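 note: 0% = DMSO plus EC80 ATP and 100% = DMSO alone without ATP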
# Starred values were filed as active, the others as inactive; x = not tested or not shown.
SMILES,CHO-K1 Ca PAM,OXTR potentiator,OXTR ag,CHO-K1 Ca ag,CHO parental Ca,TAAR1 antagonist,V1aR counter,GPR7 antag,CHO-K1 Ca antag
CC(C)(C)C(=O)N1CCN(c2ccc(NC(=O)c3ccc([N+](=O)[O-])o3)cc2)CC1,-1,-8,6.1,4.2,-1,8,8.7,5,-9
Cc1ccc(C2(C)NC(=O)N(CC(=O)NCCC3=CCCCC3)C2=O)cc1 (stereo unspecified),14,-7,-0.6,1.7,-4,11,1.3,7,-6
COc1ccc(C(=O)N/N=C/c2cc3ccccc3[nH]c2=S)cc1,0,-6,-1.9,0.6,0,15,-0.5,-7,-8
COc1ccc(C)cc1Nc1n[n+](-c2ccccc2)c(-c2cc([N+](=O)[O-])cc(OC)c2O)s1,-12,-11,-1.8,0.2,-28,x,-0.7,-2,8
C/C=C1\COC(C(=O)NCCCN2CCCC2=O)(C(F)(F)F)C=C1C=C(C)C (stereo unspecified),4,0,-1.1,-0.1,-23,8,0.2,x,-4
CN(C)c1ccc(C(=S)N2CCCC2)cc1Br,0,-13,-1.6,-0.2,-10,-10,-0.6,4,0
Cc1cccc(OC(=O)c2cn(C)nc2C(F)(F)F)c1C,-2,-5,-0.9,-0.3,-17,0,0.1,4,-8
CN1CCN(S(=O)(=O)c2cccc(C(=O)O)c2)CC1,10,0,0.9,0.6,-12,-6,0.3,-3,-11
COC(=O)Cc1[nH]nc2c1C1(C(=O)N(Cc3ccccc3)c3ccccc31)C(C#N)=C(N)O2 (stereo unspecified),2,-10,-0.2,0.1,-11,-2,-0.4,1,-9
O=C/C=C/c1c(-c2ccccc2)cc2oc3ccccc3cc1-2,8,0,0.1,1.8,-17,4,0.8,14,-4
CCCCCc1ccc(-c2ccc(OCC)cc2)nc1,22,-3,0.3,1.1,-7,-42,-0.3,6,-19
O=[n+]1c2c(n([O-])c3ccccc31)CCCC2,9,-4,0.0,0.1,3,-11,-0.2,2,0
Cc1cccc(NC(=O)CSCC(=O)N(CCC(C)C)c2c(N)n(Cc3ccccc3)c(=O)[nH]c2=O)c1,-1,-10,-0.6,0.2,-19,2,-0.7,x,-4
Cc1c(NS(=O)(=O)c2ccc3c(c2)CCN3C(=O)C2CC2)c(=O)n(-c2ccccc2)n1C,-5,-6,-0.7,0.0,-4,6,2.0,-4,8
COc1ccc(CCNC(=O)CCCn2c(=S)[nH]c3cc4c(cc3c2=O)OCO4)cc1OC,-11,x,x,-0.1,x,-8,x,x,13
COc1ccc(CNC(=O)C2COc3ccccc3O2)cc1 (stereo unspecified),11,-7,-0.9,0.4,-16,0,0.3,-1,-3
O=C(/C=C/c1ccco1)NC(=S)Nc1ccc(N2CCOCC2)c(Cl)c1,11,-19,-0.1,0.7,-3,-3,-0.2,11,3
CCCc1c(-c2ccc(O)cc2)nn(-c2ccc(O)cc2)c1-c1ccc(O)cc1,20,-8,-0.4,0.7,-8,x,1.1,x,-2
C[C@@H]1CN([C@H](C)CO)C(=O)c2cc(Br)cnc2O[C@@H]1CN(C)Cc1ccc(-c2ccccc2)cc1,-1,x,x,-0.3,x,-17,x,x,-2
COc1ccc(-n2nc(C(=O)NCC(=O)NCc3cccc(F)c3)c3ccccc3c2=O)cc1Cl,-9,-6,-1.0,2.3,-4,50*,-0.2,7,-7
COc1ccccc1N(CC(=O)N(c1ccccc1)C(C)C)S(=O)(=O)c1cccs1,12,3,-2.5,1.1,1,-34,-1.3,1,-11
COc1ccc(Oc2ccc(-c3ccn[nH]3)cc2)cc1,12,-11,8.8,8.5,-21,1,3.6,-2,-2
COC(=O)c1c(-c2ccc(OC)cc2)oc2ccc(-c3cc(OC)c(OC)c(OC)c3)cc12,12,2,0.0,-0.2,-16,58*,1.1,x,-12
COc1cccc(NC(=O)c2ccccc2-c2ccccc2)c1,11,-7,-2.7,-0.2,-15,1,-1.8,5,-8
Cc1ccc2cc(C=O)c(N3CCOCC3)nc2c1C,-3,4,-0.6,0.4,-10,-3,0.0,-6,-1

# One compound at a time, as listed above.
# COC(=O)c1c(-c2ccc(OC)cc2)oc2ccc(-c3cc(OC)c(OC)c(OC)c3)cc12 across the screens: CHO-K1 Ca PAM: 12; OXTR potentiator: 2; OXTR ag: 0.0; CHO-K1 Ca ag: -0.2; CHO parental Ca: -16; TAAR1 antagonist: 58*; V1aR counter: 1.1; GPR7 antag: x; CHO-K1 Ca antag: -12
# Cc1ccc(C2(C)NC(=O)N(CC(=O)NCCC3=CCCCC3)C2=O)cc1 (stereo unspecified) across the screens: CHO-K1 Ca PAM: 14; OXTR potentiator: -7; OXTR ag: -0.6; CHO-K1 Ca ag: 1.7; CHO parental Ca: -4; TAAR1 antagonist: 11; V1aR counter: 1.3; GPR7 antag: 7; CHO-K1 Ca antag: -6

# Further entries follow:
SMILES,CHO-K1 Ca PAM,OXTR potentiator,OXTR ag,CHO-K1 Ca ag,CHO parental Ca,TAAR1 antagonist,V1aR counter,GPR7 antag,CHO-K1 Ca antag
CC1(C(=O)NS(=O)(=O)C2CC2)CCCN(C(=O)c2ccc3ccccc3c2)C1 (stereo unspecified),7,x,x,0.2,x,-18,x,x,-7
Oc1cccnc1CN1CCOCC1,4,x,x,0.2,x,-5,x,x,-2
CCCC(=O)Nc1ccc(Cl)c(NC(=S)NC(=O)c2cc3ccccc3o2)c1,-8,2,-0.5,-0.1,2,-7,-0.9,-13,4
Fc1ccccc1CN1CCN(c2ncccn2)CC1,9,-6,-0.7,4.4,-7,-7,0.4,-1,-4
O=C(NCC1CCCO1)c1ccc2c(=O)n(Cc3cccc(Br)c3)c(=S)[nH]c2c1 (stereo unspecified),-16,-17,2.3,-0.3,-16,12,0.1,-1,-4
O=C(Nc1ccncc1)c1ccc(NS(=O)(=O)c2ccc3[nH]c(=O)[nH]c3c2)cc1,-3,-4,-0.4,0.3,4,-27,0.1,8,-2
COc1c2c(nc3occc13)C(CC=C(C)C)(OC)C(O)CC2 (stereo unspecified),-1,-13,-0.4,0.2,-6,-11,0.5,-7,-2
CCOc1ccccc1NC(=O)c1cnc2n(c1=O)CCS2,18,-7,0.0,6.1,-14,-9,0.8,-5,-12
COc1ccccc1NC(=O)N1CCCC1,15,8,0.1,0.0,-1,-11,0.7,-13,-3
COc1cccc(NC=C2C(=O)OC3(CCCCC3)OC2=O)c1,5,-9,5.1,1.2,-23,22,0.6,-8,-4
CCOCCCNC(=O)c1ccc2nc(-c3ccc(OC)c(OC)c3)c(-c3ccc(OC)c(OC)c3)nc2c1,-5,3,-0.7,3.9,-18,4,-1.0,-20,-12
Cc1ccc(S(=O)(=O)N(CC(=O)NCc2cccnc2)c2ccc(F)cc2)cc1,13,-15,1.8,1.6,-21,12,6.2,1,3
COCc1cc(C)nc(SCC(=O)N2CCC(C)CC2)c1C#N,10,-5,0.5,-0.1,-1,22,0.1,15,-3
Cc1noc(C)c1NC(=O)N(C)C[C@H]1Oc2c(NC(=O)NC(C)C)cccc2C(=O)N([C@H](C)CO)C[C@@H]1C,4,3,0.6,-0.2,-2,27,0.4,x,3
CN(CC(=O)Nc1ccc(C(N)=O)cc1)CC(=O)Nc1ccccc1Cl,18,-4,0.5,0.1,0,12,0.9,-1,-1
COc1ccc(/C=C2\CCCc3c2nc2ccc(C)cc2c3C(=O)O)cc1O,8,-1,0.5,0.0,3,-4,1.1,-5,-9
CCOC(=O)CSc1n[nH]c(NC(=O)NC(C)C)n1,-5,1,0.3,0.1,-7,14,0.2,-10,4
CC(C)(C)n1c(O)c2n(c1=O)Cc1ccccc1N=C2c1ccccc1,-10,x,x,1.3,x,-13,x,x,-9
O=c1[nH]c2cc3c(cc2cc1CN(Cc1cccnc1)Cc1nnnn1Cc1ccco1)OCCO3,1,-1,0.5,0.2,-7,-9,0.5,-7,11
CCC(C)Sc1ccc([C@H]2N[C@@](C)(C(=O)OC)[C@H]3C(=O)N(C)C(=O)[C@@H]23)cc1 (stereo partly specified),2,-3,1.6,0.5,2,8,1.0,x,-12
COC(=O)[C@@]1(Cc2ccc(F)cc2)[C@H]2c3cc(C(=O)N(C)C)n(Cc4ccc(S(C)(=O)=O)cc4)c3C[C@H]2CN1C(=O)c1ccccc1,19,x,x,1.4,x,2,x,x,-11
Cc1c(CN2CCCCC2)c(O)n(CCCO)c(=O)c1C#N,24,-1,1.3,0.8,-4,-18,0.9,-2,-15
CCC(C)[C@H](NC(=O)NCc1ccc(S(N)(=O)=O)cc1)C(=O)OC (stereo partly specified),13,-2,0.2,-0.1,-3,-6,1.4,-6,1
O=C(Cn1cnc2ccccc2c1=O)N1CCN(Cc2ccc3c(c2)OCO3)CC1,12,-4,2.1,0.3,-3,10,0.3,-8,5
C=CCn1c(SCC(=O)NC(=O)NCc2ccco2)nc2sc(CC)cc2c1=O,22,-4,-1.8,-0.1,-21,-11,0.7,-5,-12
SMILES,CHO-K1 Ca PAM,OXTR potentiator,OXTR ag,CHO-K1 Ca ag,CHO parental Ca,TAAR1 antagonist,V1aR counter,GPR7 antag,CHO-K1 Ca antag
O=C(N/N=C/c1cnc(N2CCCCC2)s1)c1ccc(C(F)(F)F)cc1,6,-2,0.8,0.5,-8,13,-0.3,-15,-9
CCOc1cc2c3c(c1)C1(C(=O)N3C(C)(C)C=C2C)C(C#N)=C(N)Oc2cc(O)ccc21 (stereo unspecified),3,-4,-0.8,0.0,-21,-12,-0.5,-20,29*
COc1ccc(CCNc2c([N+](=O)[O-])ncn2C)cc1OC,15,0,1.3,3.3,-13,-17,0.6,-7,-3
COc1cccc(CCc2nnc(CCC(=O)NCCC3CCCCO3)o2)c1 (stereo unspecified),-2,-6,-0.8,0.8,-12,-10,0.1,-8,-15
C=CCOc1ccc(/C(O)=C2/C(=O)C(=O)N(CCCn3ccnc3)C2c2ccco2)cc1 (stereo unspecified),18,-6,0.2,0.3,-2,2,0.4,-6,3
CCCN1CCC(NC(=S)Nc2ccc([N+](=O)[O-])cc2)CC1,-9,-5,2.5,0.9,-7,-7,0.9,1,1
CCCCOC(=O)C1Cc2ccccc2C(=O)O1 (stereo unspecified),7,2,0.4,0.1,-9,-13,0.0,-1,8
OCC1(Cc2ccc(F)cc2F)CCCN(Cc2ccc(Cl)cc2)C1 (stereo unspecified),6,3,-0.6,-0.1,-25,-1,-0.1,0,-7
CCN(CC)CCCN1C(=O)c2oc3ccccc3c(=O)c2C1c1cccc(OC)c1OC (stereo unspecified),15,0,1.1,0.9,-11,-6,0.0,19,-23
Clc1ccc2c(c1)C=Nc1c(NCc3ccccc3)ncnc1O2,4,-7,-1.4,0.2,-9,5,0.1,11,0
Nc1nnnn1/N=C/C(Br)=C/c1ccccc1,-9,-9,2.5,0.8,-4,12,1.6,4,-9
CCCCc1cc(=O)oc2cc(C)cc(OC(C)C(=O)NCc3ccccn3)c12 (stereo unspecified),7,-1,-1.8,1.7,-23,-1,-1.2,-6,-14
